# DT40 TDP1 no CPT = qHTS for Inhibitors of human tyrosyl-DNA phosphodiesterase 1 (TDP1): qHTS in cells in absence of CPT; DT40 Tdp1-/- hTDP1 cells, no CPT, ATP luminescence, 48 h; Potency, µM (doses to about 46.2 µM), without a hit: at the highest dose activity change, negative = growth inhibition, actives largely listed as inhibitors; 15% of 420,000 active; AID 686978, 2013; note: nearly all actives have a fitted effect of over 55% in size
#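 Seeded 400 DT40-hTDP1 cells/well (vehicle DMSO, no 20 nM CPT); pinned compounds; ≥48 hr at 37 °C; CellTiter-Glo luminescence as viability measure.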
# TDP1 cell CPT = qHTS for Inhibitors of human tyrosyl-DNA phosphodiesterase 1 (TDP1): qHTS in cells in presence of CPT | chicken DT40 Tdp1-/-;hTDP1 cells + 20 nM CPT, ATP luminescence, 48 h | Potency, µM (top dose mostly 46.2 µM), for inactives: at the highest dose activity change, negative = growth inhibition, hits mostly inhibitors | 12% of 420,000 active | AID 686979, 2013; note: nearly all actives have a fitted effect of over 55% in size
#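 Chicken DT40 Tdp1-/- cells complemented with human TDP1, 400 cells/well, exposed to compounds plus 20 nM camptothecin for at least 48 h at 37 C; viability read as ATP content by CellTiter-Glo luminescence.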
# KAT2A inh = qHTS Assay for Inhibitors of GCN5L2 | 0.21% of 390,000 active | GCN5L2 HAT assay, ThioGlo1 CoA-SH fluorescence | Potency, µM (doses to about 58.9 µM), without a hit: top-dose activity change, negative = inhibition, actives largely listed as inhibitors | AID 504327, 2011
# Target sequence (Q92830 whole entry, looked up): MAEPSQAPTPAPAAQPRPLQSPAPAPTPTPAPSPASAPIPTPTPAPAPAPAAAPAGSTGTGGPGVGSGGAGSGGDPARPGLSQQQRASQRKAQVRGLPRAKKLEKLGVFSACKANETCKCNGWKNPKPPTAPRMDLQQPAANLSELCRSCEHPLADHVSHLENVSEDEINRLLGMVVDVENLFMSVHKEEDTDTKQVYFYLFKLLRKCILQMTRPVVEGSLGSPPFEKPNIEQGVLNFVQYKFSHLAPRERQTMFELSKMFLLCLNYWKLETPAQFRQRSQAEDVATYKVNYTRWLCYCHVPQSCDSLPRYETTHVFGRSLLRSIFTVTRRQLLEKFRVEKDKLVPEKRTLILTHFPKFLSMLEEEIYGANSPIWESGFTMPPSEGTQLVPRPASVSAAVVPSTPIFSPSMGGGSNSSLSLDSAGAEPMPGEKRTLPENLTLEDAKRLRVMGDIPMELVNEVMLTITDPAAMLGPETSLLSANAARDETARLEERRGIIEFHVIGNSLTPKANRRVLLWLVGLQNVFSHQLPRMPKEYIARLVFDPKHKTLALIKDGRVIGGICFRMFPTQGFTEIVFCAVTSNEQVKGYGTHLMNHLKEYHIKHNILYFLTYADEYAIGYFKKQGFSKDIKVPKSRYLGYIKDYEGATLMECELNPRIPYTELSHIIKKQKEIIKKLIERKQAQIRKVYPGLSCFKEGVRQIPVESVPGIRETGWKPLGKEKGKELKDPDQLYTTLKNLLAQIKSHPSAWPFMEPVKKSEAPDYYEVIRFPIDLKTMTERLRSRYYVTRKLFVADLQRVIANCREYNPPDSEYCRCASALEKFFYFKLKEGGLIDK
#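 Free CoA generated was detected with ThioGlo1 (50uM) fluorescence at Ex340nm/Em540nm, read immediately and after 20 min at room temperature. Enzyme, 20 nM in HEPES pH 7.5 buffer, saw compounds 15 min before adding 75uM H3(1-25) peptide and 70uM acetyl-CoA.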
# Starred values were filed as active, the others as inactive; u = inconclusive; x = no result given; & = joins results of further samples; [ ] = another dose, or the depositor's remark. Calls come from the whole dose curve; as a rule, active = well fitted curve in the direction sought with a large enough effect; inconclusive = small, poorly fitted or top-dose-only effect, or another doubt; inactive = no such curve, though single readings can be large; an effect the other way counts as inactive or inconclusive. % is set by controls: 0 for no effect and ±100 for the full control effect; potency is the fitted concentration of half-maximal effect.
Structure | TDP1 cell CPT | KAT2A inh | DT40 TDP1 no CPT
O=C(c1cnccn1)N1CCC[C@@]2(CCN(c3ncccn3)C2)C1 | 7.8% | -6.8% | -2.6%
CC(=O)NC(CCS(C)(=O)=O)C(=O)Nc1cc(Cl)ccc1Cl (stereo not given) | -7.2% | 1.0% | 0.9%
Cc1ccc(-n2cc(CN3CCN(Cc4nccn4C)CC3)c(-c3ccc(F)cc3)n2)cc1 | u | -2.8% | u
Cn1c(=O)cc(SCC(=O)NCCCN2CCN(c3ccc(F)cc3)CC2)c2ccccc21 | -13.9% | 0.4% | -18.6%
COCCCNc1nc2ccccc2nc1NS(=O)(=O)c1cccs1 | -22.8% | -3.5% | -18.1%
COc1cccc(CNc2ccc(S(=O)(=O)N3CCCC3)cn2)c1 | u | -6.5% | u
O=C(COc1ccc(C(=O)c2ccccc2)cc1)NCc1ccc(F)cc1 | 0.92µM* | -9.4% | 1.03µM*
CC(NC(=O)c1ccccc1Br)c1nnc(SCc2ccc([N+](=O)[O-])cc2)n1C (stereo not given) | -21.9% | 1.4% | -8.5%
CC1CCN(c2ccccc2NC(=O)c2cc([N+](=O)[O-])ccc2N2CCOCC2)CC1 | u | -20.0% | 16.4µM*
CCCCCC(=O)NC(=S)Nc1ccccc1C(=O)OC | -15.4% | x | -17.7%
Cc1cc(=O)n2nc(N3CCCC(C(=O)N4CCN(c5ccccc5)CC4)C3)sc2n1 (stereo not given) | -113.7% | 0.7% | u
CCc1nc(SCC(=O)Nc2cc(C)on2)n[nH]1 | 0.5% | 3.4% | -16.2%
O=C(Oc1cccc(C(=S)N2CCCCC2)c1)c1ccccc1 | -10.1% | -17.5% | u
c1cnc2ccc(C(c3nnnn3C3CCCCC3)N3CCCCC3)cc2c1 (stereo not given) | -26.8% | -3.2% | u
Cc1noc(C)c1NC(=O)Nc1ccc2c(c1)C(=O)N([C@H](C)CO)C[C@H](C)[C@@H](CN(C)S(=O)(=O)c1ccccc1)O2 | 3.0% | -3.9% | -16.6%
O=C(c1ccco1)N(Cc1cc2ccccc2[nH]c1=O)CC1CCCO1 (stereo not given) | -9.5% | 0.0% | -1.0%
CCOc1cc(C2NC(=O)NC(C)=C2C(C)=O)cc(Cl)c1OCC(=O)O (stereo not given) | -8.9% | -8.7% | -0.4%
COC(=O)N1CCC2(CC1)CN(c1ccc(-c3ccccc3)cc1)C2 | 5.7% | -9.5% | -22.7%
Cc1cc(=O)n2nc(N3CCCC(C(=O)NCCCN4CC(C)CC(C)C4)C3)sc2n1 (stereo not given) | 6.2% | u | 3.6%
Cn1c(SCC(=O)NC2CCCC2)nnc1C(F)(F)F | -14.8% | 1.5% | 10.0%
CC(C)CC(=O)Nc1ccc(Oc2ccc3c(c2)C(=O)NC3=O)cc1 | 0.1% | -6.9% | -6.2%
Cc1c(O)ccc(NC(=O)/C=C/c2ccccc2)c1C | 18.4µM* | -6.9% | 14.6µM*
CCN(C(=O)c1cc2c(=O)n3cccc(C)c3nc2n1CCCOC)C1CCCCC1 | 20.6µM* | -29.2% | 16.4µM*
Cc1ccc([C@H]2C[C@H](n3cc(COC(=O)c4ccccc4)nn3)[C@@H](O)CN2C(=O)c2cccs2)cc1 | 7.0% | x | -7.1%
COc1cc(/C=C2\SC(=O)N(Cc3ccc(Cl)cc3)C2=O)cc([N+](=O)[O-])c1O | u | -3.7% | 23.1µM*
COc1ccc(-c2noc(-c3ccc(N4CCN(C)CC4)c([N+](=O)[O-])c3)n2)cc1OC | 5.17µM* | -1.9% | 3.26µM*
NS(=O)(=O)c1ccc(CCNC(=O)CSc2ccc(Cl)cc2)cc1 | -16.1% | -1.9% | -28.7%
CC(C)(C)OC(=O)N1CCN(C(=O)c2ncn(Cc3ccccc3)c2C(=O)N2CCN(C(=O)OC(C)(C)C)CC2)CC1 | 12.6% | 0.2% | 13.5%
CCN(CC)CCN(C(=O)c1cc2ccccc2cc1OC)c1nc2ccc(F)cc2s1 | 18.4µM* | -9.5% | u
CC12CCC(C(=O)Nc3cccc(Cl)c3)(C(Br)C1=O)C2(C)C (stereo not given) | u | -6.5% | 18.4µM*
CC(C)(C)[C@@H]1C=C(C(=O)O)O[C@H](OCCCCO)C1 | -7.3% | x | -3.1%
CC1CC(C)CN(C(=O)COC(=O)CN2C(=O)c3ccccc3C2=O)C1 (stereo not given) | 5.1% | -1.6% | 7.2%
CNC(=S)N1N=C(c2ccc(OC)cc2)CC1c1ccccc1Cl (stereo not given) | u | -7.8% | u
CCCCOC(=O)Nc1ccc(S(=O)(=O)Nc2cc(C)nc(C)n2)cc1 | 1.8% | -24.7% | 0.4%
CC1CCCCN1S(=O)(=O)c1ccc(S(=O)(=O)N2CCN(C)CC2)cc1 (stereo not given) | -0.8% | -2.5% | -6.6%
COc1ccc(N2CCN(C3CCCN(Cc4ccc(F)cc4)C3)CC2)cc1 (stereo not given) | -16.2% | -3.9% | u
CCOc1ccc(CNC(=O)c2ccccc2NC(=O)c2nsc3ccccc23)cc1 | 20.6µM* | -3.6% | 18.4µM*
Cc1onc(-c2c(Cl)cccc2Cl)c1C(=O)O/N=C(\C#N)c1c(Cl)cccc1Cl | -8.7% | u | -9.8%
CN(C(=O)COC(=O)Cc1ccc(Br)cc1)c1c(N)n(Cc2ccccc2)c(=O)[nH]c1=O | -26.9% | x | u
O=C(/C=C/c1ccccc1Cl)NCc1ccco1 | -12.1% | -1.1% | u
Fc1ccc(CN2CCN(c3ncnc4scc(-c5ccc(F)cc5)c34)CC2)cc1 | 16.4µM* | -11.4% | 23.1µM*
Cc1cc2[nH]c3c4ccccc4nc(C)c3c2cc1C | 3.66µM* | x | 2.59µM*
CC(/C=C/c1ccccc1)=N\NC(=O)c1ccc(Br)cc1 | u | -6.6% | u
Cc1sc2nc(CSC(C)C(=O)Nc3ccc(C#N)cc3)[nH]c(=O)c2c1C (stereo not given) | -10.8% | -0.6% | -12.6%
CCCN(CCC)CCNC(=O)C(NS(=O)(=O)c1ccc2c(c1)CCC(=O)N2)c1ccccc1 (stereo not given) | 2.2% | -2.9% | 6.5%
N#Cc1nc(Cc2ccccc2)oc1NCCN1CCOCC1 | -9.2% | -1.6% | 0.1%
CCN(CC)C(=O)CSc1nc(-c2ccccc2F)nc2c1Cc1c(CO)cnc(C)c1O2 | 3.66µM* | -9.2% | 4.61µM*
Cc1ccc(C)c(NC(=O)CCN2CC(C)CC(C)C2)c1 (stereo not given) | -12.6% | -3.1% | -25.2%
O=C(CSc1nnc(-c2ccc(F)cc2)o1)c1ccc2c(c1)OCCO2 | -19.4% | 4.2% | -6.3%
CCCc1c(OCCCOc2ccc(OCC(=O)O)cc2)ccc(CC=O)c1O | 8.2% | u | -4.3%
CCc1ccccc1NC(=O)CC(O)(C(=O)OC)C(F)(F)F (stereo not given) | -8.2% | 0.9% | -1.8%
COc1ccc(CNC(=O)O[C@]23C[C@H]4C(=O)N(c5ccccc5)C(=O)[C@H]4C[C@@]2(O)CN(S(=O)(=O)c2ccc(C)cc2)C3)cc1OC | -4.7% | x | -8.7%
COc1ccccc1-c1c(C)nn2c(N3CCN(Cc4ccccc4)CC3)cc(C)nc12 | u | -6.9% | u
COc1ccc(C(=O)Nc2c(C(C)(C)C)nn(C)c2C(C)(C)C)cc1 | 8.9% | -0.9% | -6.4%
O=C(Nc1ccc(N2CCOCC2)cc1)c1cc2c(s1)CCCC2 | u | -3.2% | u
COc1ccccc1NS(=O)(=O)c1cccc(C(=O)N/N=C/c2ccc(NC(C)=O)cc2)c1 | -28.9% | -24.8% | -26.9%
CCOC(=O)c1ccc(NC(=O)CSc2nnc(Cn3c(=O)sc4ccccc43)n2C)cc1 | -21.3% | -6.0% | 13.6%
O=C(Nc1ccccc1)N1CCCC2(CCN(C(=O)c3cccc(F)c3)CC2)C1 | 0.0% | -3.4% | -8.5%
O=C(O)CCn1c(SCc2cc(=O)n3ccccc3n2)nc2ccsc2c1=O | 2.8% | -3.5% | -2.9%
CCC1CN(Cc2cccc3nccnc23)Cc2cc(OC)ccc2O1 (stereo not given) | 2.4%[9.04 µM] | x | u

# Remaining list, next part:
Structure | TDP1 cell CPT | KAT2A inh | DT40 TDP1 no CPT
O=C1NC(Cc2c[nH]c3ccccc23)C(=O)N1Cc1cccc2ccccc12 (stereo not given) | -26.8% | -13.6% | u
CCOC(=O)Nc1cccc(Cl)c1C | -4.6% | -2.6% | -10.4%
Cc1cccc(CN2CCN(c3nc4nonc4nc3NC3CC3)CC2=O)c1 | -3.8% | -4.6% | -9.5%
CCn1c(SCC(=O)Nc2cc(OC)ccc2OC)nnc1C1CCCCC1 | 29.1µM* | -1.4% | -24.7%
Cc1c(C(=O)NCc2ccco2)cccc1[N+](=O)[O-] | 7.2% | -3.3% | 7.9%
CC(=O)N1CCOc2ccc(S(=O)(=O)N3CCC(C(=O)Nc4cc(C)ccc4C)CC3)cc21 | -4.6% | -3.5% | -1.1%
Cc1ccc(CNC(=O)C2CCN(S(=O)(=O)c3cccs3)CC2)cc1 | -14.9% | -14.9% | -13.8%
COc1cc(OC)cc(-c2nnc(NC(=O)Cc3ccc(F)cc3)o2)c1 | 1.46µM* | -1.4% | 2.59µM*
COCC(=O)N(C)C1(c2nnnn2CCOC(=O)Nc2ccc(Cl)cc2)CCCC1 | 8.3% | -2.8% | 1.9%
Cc1nn(-c2ccccc2)c(Cl)c1/C=N/NC(=O)c1ccnn1C | -10.2% | -6.2% | u
Cc1ccc(N2C(=O)c3ccccc3C2Nc2ccccc2)nc1 (stereo not given) | u | -29.8% | u
COc1ccc(CNC(=O)CN(C2CCCCC2)S(C)(=O)=O)cc1 | -16.0% | -2.0% | -25.1%
O=C(O)CCCC(=O)Nc1ccccc1Br | -17.9% | -7.8% | -0.7%
Cc1cccc(-n2c(CCc3ccccc3)nnc2SCC(=O)c2ccccc2)c1 | 9.2µM* | -9.5% | 9.2µM*
CN(CCc1ccccc1)C(=O)CC1C(=O)NCCN1Cc1ccccn1 (stereo not given) | -1.5% | x | -5.0%
CCOc1cc(NC(=O)C2CCCO2)c(OCC)cc1NC(=O)C1CC1 (stereo not given) | u | -2.5% | -23.5%
O=C(COc1cccc(F)c1)Nc1nc(-c2cccnc2)cs1 | u | -4.2% | u
Cc1ccc(NC(=O)C2CC(=O)N(C(C)c3ccccc3)C2)cc1 (stereo not given) | -3.7% | -3.3% | -22.0%
CCCNC(=O)c1ccc2c(c1)nc1n2CCCCC1 | -6.7% | -7.5% | -18.3%
Cc1ccc(S(=O)(=O)Nc2ccc(C(OC(=O)c3ccccc3[N+](=O)[O-])(C(F)(F)F)C(F)(F)F)cc2)cc1 | u | -15.4% | u
c1ccc2c(Nc3nc(N4CCOCC4)c4ccccc4n3)cccc2c1 | 13µM* | -7.9% | 23.1µM*
CCN(CC)c1ccc(C=Nc2cc(C)cc(C)c2)c(O)c1 | u | -4.5% | u
COc1cc2c(cc1OC)C(c1ccccc1)N(C(=O)c1cccc(S(C)(=O)=O)c1)CC2 (stereo not given) | -1.6% | -5.2% | u
CC(=O)c1cccc(NS(=O)(=O)c2cc(-c3cnc(C4CC4)o3)ccc2C)c1 | 5.8µM* | -6.3%&-2.6% | 5.17µM*
COc1ccc(CNC(=O)COC(=O)C2CC2C)cc1OC (stereo not given) | u | -2.4% | u

# An excerpt from above in order of count of non-hydrogen atoms, rising.
Structure | TDP1 cell CPT | KAT2A inh | DT40 TDP1 no CPT
CCCNC(=O)c1ccc2c(c1)nc1n2CCCCC1 | -6.7% | -7.5% | -18.3%
COc1ccc(CNC(=O)COC(=O)C2CC2C)cc1OC (stereo not given) | u | -2.4% | u
c1ccc2c(Nc3nc(N4CCOCC4)c4ccccc4n3)cccc2c1 | 13µM* | -7.9% | 23.1µM*
CC(=O)c1cccc(NS(=O)(=O)c2cc(-c3cnc(C4CC4)o3)ccc2C)c1 | 5.8µM* | -6.3%&-2.6% | 5.17µM*
COc1cc2c(cc1OC)C(c1ccccc1)N(C(=O)c1cccc(S(C)(=O)=O)c1)CC2 (stereo not given) | -1.6% | -5.2% | u

# 2 of the compounds above, with each value named:
COc1cc2c(cc1OC)C(c1ccccc1)N(C(=O)c1cccc(S(C)(=O)=O)c1)CC2 (stereo not given)
  TDP1 cell CPT: -1.6%
  KAT2A inh: -5.2%
  DT40 TDP1 no CPT: u
CC(=O)c1cccc(NS(=O)(=O)c2cc(-c3cnc(C4CC4)o3)ccc2C)c1
  TDP1 cell CPT: 5.8µM*
  KAT2A inh: -6.3%&-2.6%
  DT40 TDP1 no CPT: 5.17µM*

# Assay outcomes from PubChem BioAssay.
